TexasRed fluor: Texas Red fluorescence interference in TRb-SRC2 counter-screen. TRb/SRC2 Texas Red total fluorescence interference. Potency, µM (doses to about 106 µM), inactives show top-dose fluorescence change, negative = quenching. 280,000 tested, 0.29% active; active = well fitted curve in either direction with a large enough effect; inconclusive = small, poorly fitted or top-dose-only effect; also: % is scaled to controls: 0 for no effect and ±100 for the full control effect
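Human TRβ ligand-binding domain (0.6 uM) and Texas Red SRC2 peptide (20 nM) in Tris buffer with 1 uM T3 and 5% DMSO were incubated with pinned compound for 5 hr at ambient temperature. Total fluorescence was computed as S + 2P (555/632 nm).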
RECQ1 inh: inhibitors of human RECQ1 DNA helicase. P46063. RECQ1 DNA unwinding, red fluorescence kinetic read. Potency, µM (titrated, usually from 57.3 µM), inactives show at the highest dose activity, negative = inhibition, actives largely listed as inhibitors. 240,000 tested, 0.54% active. AID 2549;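 also: plate controls were vehicle for no effect and no enzyme for full effect; nearly all actives have a fitted effect of over 30% in size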
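50 nM RECQ1T1 preincubated 15 min with compound in Tris pH 8.0 buffer with MgCl2, DTT, Tween-20 and 2.5 ug/ml poly(dI-dC); started with 200 nM TAMRA/BHQ-2 forked duplex and 2 mM ATP. Unwinding read as fluorescence (525/598 nm), two reads 2 h apart.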
TRb SRC2 PPI: inhibitors of human thyroid hormone receptor beta-SRC2 interaction; TRbeta-SRC2 peptide binding, fluorescence polarization; receptor liganded with 1 µM T3; Potency, µM (top dose mostly 106 µM), without a hit: at the top dose activity change, negative = inhibition, actives largely listed as inhibitors; 280,000 tested, 0.065% active;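 also: plate controls were bound peptide for no effect and peptide without receptor for full effect; nearly all actives have a fitted effect of over 50% in size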
Target sequence (P10828 whole entry, looked up): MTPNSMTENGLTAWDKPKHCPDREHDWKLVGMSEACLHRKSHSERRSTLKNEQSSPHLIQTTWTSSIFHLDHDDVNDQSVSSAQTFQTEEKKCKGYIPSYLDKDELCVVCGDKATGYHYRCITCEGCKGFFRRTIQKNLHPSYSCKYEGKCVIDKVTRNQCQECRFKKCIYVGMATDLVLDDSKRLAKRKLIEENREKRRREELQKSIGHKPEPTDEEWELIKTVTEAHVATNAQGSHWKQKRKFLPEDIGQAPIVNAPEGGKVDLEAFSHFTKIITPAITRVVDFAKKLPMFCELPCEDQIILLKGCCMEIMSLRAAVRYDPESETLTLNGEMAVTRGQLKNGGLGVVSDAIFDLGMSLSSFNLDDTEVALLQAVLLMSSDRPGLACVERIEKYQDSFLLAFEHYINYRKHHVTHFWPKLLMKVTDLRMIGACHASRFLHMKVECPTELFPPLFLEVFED
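Read-out is fluorescence polarization (555 nm excitation, 632 nm emission) of a Texas Red SRC2 coactivator peptide; loss of signal reflects blocked binding to human TRb ligand-binding domain in the presence of 1 uM T3.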
HTT cytoprotect: protects HTT-Q103 PC12 cells, measured by ATP; PC12 HTT-Q103 induced, cytoprotection, ATP luminescence, 40 h; Potency, µM (series often up to 56.4 µM), for the others: cytoprotection (ATP increase), most hits filed as activators; 230,000 tested, 0.14% active; AID 1471;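 also: % of control where 0% means no effect; nearly all actives have a fitted effect of over 45% in size; toxic huntingtin expression switched on by the ecdysone agonist tebufenozide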
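Compounds were screened for protection of PC12 cells against cell death after tebufenozide induction (100 nM final) of mutant Huntingtin exon 1 (Q103) fused to GFP.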
Tau fluor cs: counter-screen for tau fibril formation inhibitors; tau K18 P301L Alexa594 fluorescence, heparin fibrillization; Potency, µM (doses to about 57.7 µM), inactives show at the top dose activity change, negative = decrease; 280,000 tested, 0.93% active; also: % is scaled to controls: 0 for no effect and ±100 for the full control effect; nearly all actives have a fitted effect of over 55% in size
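Human K18 P301L tau (15 uM unlabeled plus 0.24 uM Alexa 594-labeled, final) in 100 mM sodium acetate pH 7 was mixed with compound and 20 uM heparin and incubated 6 hr at 37 C.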
L3MBTL1 block: blocks human L3MBTL1. 230,000 tested, 0.66% active. AlphaScreen L3MBTL1–H3K9me1 peptide binding. Potency, µM (doses to about 57.1 µM), for inactives: at the highest dose activity, negative = inhibition, usual class: inhibitors. Q9Y468; also: % is scaled to controls: 0 for no effect and ±100 for the full control effect; nearly all actives have a fitted effect of over 60% in size
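First, the protein-peptide complex forms for 30 min at room temperature (L3MBTL1 50 nM, biotinylated H3K9me1 peptide 75 nM). Next, compounds are pin-transferred and incubated 30 min. Finally, AlphaScreen beads are added and read after 30 min.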
Tau fibril FP: blocks human tau fibril formation measured by polarization | K18 P301L tau heparin fibrillization, Alexa594 FP, 6 h | Potency, µM (titrated, usually from 57.7 µM), without a hit: top-dose activity, negative = inhibition, usual class: inhibitors | 280,000 tested, 0.39% active; also: % is scaled to controls: 0 for no effect and ±100 for the full control effect; nearly all actives have a fitted effect of over 55% in size
Target sequence (P10636 561-689 P618L limits assumed): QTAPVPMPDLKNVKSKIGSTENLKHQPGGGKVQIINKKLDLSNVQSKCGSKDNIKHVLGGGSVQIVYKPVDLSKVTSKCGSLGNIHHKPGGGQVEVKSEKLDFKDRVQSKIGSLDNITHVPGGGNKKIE
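Human K18 P301L fragment (15 uM unlabeled plus 0.24 uM Alexa 594-labeled) in 100 mM sodium acetate pH 7 with compound, aggregation induced by 20 uM heparin for 6 hr at 37 C. ThT (30 uM) added for 1 hr, then Alexa 594 FP read.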
Tau fibril ThT: inhibitors of human tau fibril formation, thioflavin T binding | P10636 | Potency, µM (top dose mostly 57.4 µM), for inactives: at the highest dose activity, negative = inhibition, usual class: inhibitors | 270,000 tested, 2.1% active | AID 1460 | recombinant tau K18 P301L, heparin-induced fibrillization, ThT fluorescence; also: % is scaled to controls: 0 for no effect and ±100 for the full control effect; nearly all actives have a fitted effect of over 55% in size
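Using a mix of unlabeled (15 uM) and Alexa 594-labeled (0.24 uM) tau K18 P301L, heparin-triggered fibrillization over 6 hr at 37 C was scored by ThT fluorescence.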
* marks the source's active call; other numbers are inactive results; i = inactive; ? = inconclusive; / = not tested or not shown; & = joins results of further samples; [ ] = remark or other dose. Unless noted, calls follow the shape of the dose curve; as a rule, active = well fitted curve in the direction sought with a large enough effect; inconclusive = small, poorly fitted or top-dose-only effect, or another doubt; inactive = no such curve, though single readings can be large; an effect the other way counts as inactive or inconclusive. Potency is read from the fitted curve at half-maximal effect.

cpd | Molecule | TexasRed fluor | RECQ1 inh | TRb SRC2 PPI | HTT cytoprotect
1 | Cc1cc(OCC(=O)N(Cc2sccc2C)C2CCS(=O)(=O)C2)ccc1Cl (stereo unspecified) | 3% | / | -9% | /
2 | COc1cc(Cl)c(C)cc1NC(=O)CC(c1ccc(F)cc1)N1Cc2ccccc2C1=O (stereo unspecified) | 1% | / | -5% | /
3 | N#CC1(O)CCCCC1 | 1% | -5% | 3% | 13%
4 | CCOCCCNC(=O)CCNS(=O)(=O)c1ccc(C)cc1 | -1% | -10% | 8% | 17%
5 | COc1ccc(Cl)cc1N(C(C)C(=O)NC1CCCC1)S(C)(=O)=O (stereo unspecified) | -1% | -3% | -2% | -6%
6 | CCCn1nnc(NC(=O)/C=C/c2ccco2)n1 | 2% | i | -8% | 32%[10 µM]
7 | Nc1c(N)c2ccccc2oc1=O | 0% | -7% | 0% | 4%
8 | O=C(N/N=C/c1cn(-c2ccccc2)nc1-c1ccccc1)c1ccco1 | -3% | -17% | -1% | -6%[10 µM]
9 | Cc1ccc(CN2CCN(Cc3ccccn3)CC2CCO)cc1 (stereo unspecified) | 0% | 20% | 8% | ?
10 | O=C(CCNC(=O)c1ccccc1Cl)Nc1nc(-c2ccccc2Cl)cs1 | -1% | -1% | 0% | /

cpd | Tau fluor cs | L3MBTL1 block | Tau fibril FP | Tau fibril ThT
1 | -24% | / | -9% | -15%
2 | -12% | / | 2% | 6%
3 | / | / | / | /
4 | 1% | -5%[11.4 µM] | 3% | 9%
5 | -8% | -8%[11.4 µM] | -7% | -8%
6 | -12% | -6% | -2% | -19%
7 | -5% | / | -2% | -10%
8 | ? | -4% | -15% | -25%
9 | 3% | -12% | 4% | -8%
10 | -28% | -8% | 0% | -13%

More entries
cpd | Molecule | TexasRed fluor | RECQ1 inh | TRb SRC2 PPI | HTT cytoprotect
11 | O=C(CC1N=C2c3ccccc3N=C(SCc3cccc(F)c3)N2C1=O)NCc1ccc2c(c1)OCO2 (stereo unspecified) | -5% | / | -4% | /
12 | O=C(NCc1ccc2c(c1)OCO2)c1cc(-c2ccccn2)nc2ccccc12 | -7% | -2% | -1% | -11%[10 µM]
13 | CCN(CC)CCCNC(=O)C1c2cc(OC)c(OC)cc2C(=O)N(C)C1c1cccnc1 (stereo unspecified) | -1% | 7% | -13% | -23%
14 | Cc1ccccc1NC(=O)c1cc([N+](=O)[O-])ccc1NCCN1C(=O)CCC1=O | -4% | -7% | 5% | -26%
15 | COc1ccc(Nc2cc(C)nc(N3CCOCC3)n2)cc1 | -5% | i | 5% | 10%
16 | COc1ccc(NC(=O)CSc2nccn2Cc2ccco2)c(OC)c1 | ? | / | 0% | /
17 | C/C(=N\NC(=O)c1cccc(Br)c1)c1ccc(Br)cc1 | 1% | -8% | 5% | -28%
18 | CC1Cn2c(nnc2-c2cccc(Cl)c2)S1 (stereo unspecified) | -2% | -1% | -4% | 3%
19 | CCCOc1cccc(C(=O)N(Cc2cc(OC)c(OC)c(OC)c2)C2CCS(=O)(=O)C2)c1 (stereo unspecified) | -32% | / | 0% | /
20 | O=C(c1ccc(S(=O)(=O)N2CCOCC2)cc1)N1CCN(C2=NS(=O)(=O)c3ccccc32)CC1 | -1% | 0% | -8% | 1%

cpd | Tau fluor cs | L3MBTL1 block | Tau fibril FP | Tau fibril ThT
11 | -13% | / | 0% | ?
12 | -26% | ? | -4% | -19%
13 | -4% | / | -9% | 0%
14 | 0% | 3% | 7% | -2%
15 | -8% | -3% | 3% | -9%
16 | 1% | / | 5% | -2%
17 | 2% | -5% | 1% | 7%
18 | 7% | -13% | 1% | 7%
19 | -18% | / | -4% | -12%
20 | -8% | / | -9% | 1%

Remaining list, next part
cpd | Molecule | TexasRed fluor | RECQ1 inh | TRb SRC2 PPI | HTT cytoprotect
21 | CCSc1ccc(-c2cccc([N+](=O)[O-])c2)nn1 | -3% | -1% | -7% | -50%[inhibitor]
22 | O=[N+]([O-])c1ccccc1Nc1ccccc1 | 1%&-3% | 9% | -2%&7% | 6%&3%
23 | C=CCC1(O)C(=O)Nc2ccccc21 (stereo unspecified) | -3% | -2% | -6% | 4%[10 µM]
24 | CCN(CC(=O)NC1CCCCCC1)S(=O)(=O)c1ccccc1 | 3% | -14% | -1% | 24%[10 µM]
25 | COc1ccc(C)cc1NC(=O)c1c(C)oc2ncn(CC(C)C)c(=O)c12 | 4% | / | 7% | /
26 | C/C=C/Cn1c(Br)nc2c1c(=O)n(C)c(=O)n2C | -3% | -8% | -21% | -21%[10 µM]
27 | Cc1ccc(NC(=O)CSc2nnc(-c3nnn(-c4ccc(F)cc4)c3C)o2)cc1Br | -12% | / | -9% | /
28 | C=CCNCCOCCOc1ccc(Cl)cc1C(C)(C)C | 0% | i | -18% | 7%[10 µM]
29 | CC(=O)OCC(=O)[C@@]1(O)CCC2C3CC[C@H]4CC(O)CC[C@@]4(C)C3C(=O)C[C@]21C (stereo partly specified) | 0% | -8% | -4% | /
30 | COc1ccc(NC(=O)C(C)n2nc(C)c3c(C)n(-c4ccccc4)nc3c2=O)cc1Cl (stereo unspecified) | -2% | / | 0% | /

cpd | Tau fluor cs | L3MBTL1 block | Tau fibril FP | Tau fibril ThT
21 | -12% | / | -3% | ?
22 | -9% | ? | 2% | -14%
23 | 1% | 3% | 3% | -3%
24 | -2% | -5% | 1% | -3%
25 | ? | / | -1% | -17%
26 | -2% | / | -2% | -8%
27 | -29% | / | ? | ?
28 | -17% | 7% | -5% | -15%
29 | -9% | / | 0% | -4%
30 | -4% | / | 2% | 2%

(cont.)
cpd | Molecule | TexasRed fluor | RECQ1 inh | TRb SRC2 PPI | HTT cytoprotect
31 | Cc1c(NC(=O)C(C)OC(=O)CNC(=O)c2ccccc2)c(=O)n(-c2ccccc2)n1C (stereo unspecified) | -2% | -11% | -5% | 11%
32 | O=c1[nH][nH]c(-c2ccccc2O)c1C(C[N+](=O)[O-])c1ccc(Br)cc1 (stereo unspecified) | 4% | -28% | -2% | /
33 | COc1ccc(OC)c(NC(=S)NCc2cccnc2)c1 | -2% | -7% | -3% | 0%[10 µM]
34 | O=C(c1ccc2c(c1)N(Cc1ccc(Cl)cc1)C(=O)c1ccccc1S2(=O)=O)N1CCCC1 | ? | / | -4% | /
35 | O=C(NC(Cc1c[nH]c2ccccc12)C(=O)O)c1ccco1 (stereo unspecified) | 1% | i | -19% | -6%
36 | CCOC(=O)N1CCC(N2Cc3cccc(C(=O)N4CC(C)CC(C)C4)c3C2=O)CC1 (stereo unspecified) | 1% | -15% | 4% | /
37 | COc1ccc(OC2C(O)COC2/C=C/c2ccccc2)cc1 (stereo unspecified) | -4%&-1%[11.2 µM] | -1%[11.5 µM] | 1%&-1%[11.2 µM] | ?
38 | COc1ccc(C(=O)c2cn(CC(=O)Nc3ccc4c(c3)OCO4)c3ccc(OC)cc3c2=O)cc1 | -1% | / | -3% | /
39 | CCCN(CCC)C(=O)SCC | -4%[201 µM] | 1% | 3%[201 µM] | ?
40 | CCOC(=O)c1sc(/N=C/N(C)C)c(C(=O)OCC)c1C | 2% | -11% | 6% | -9%

cpd | Tau fluor cs | L3MBTL1 block | Tau fibril FP | Tau fibril ThT
31 | -2% | / | 10% | -5%
32 | ? | -10% | 7% | ?
33 | 3% | -2% | -2% | 1%
34 | -17% | / | 4% | -17%
35 | -2% | / | -3% | 4%
36 | -13% | -9% | -1% | -17%
37 | -13%&-21%[11.6 µM] | / | 5%&2%[11.6 µM] | -14%&-18%[11.5 µM]
38 | ? | / | 4% | ?
39 | / | / | / | /
40 | 0% | 3% | 6% | -18%

Complete entries, quoted from the list. Screens in order: TexasRed fluor, RECQ1 inh, TRb SRC2 PPI, HTT cytoprotect, Tau fluor cs, L3MBTL1 block, Tau fibril FP, Tau fibril ThT
CCOC(=O)c1sc(/N=C/N(C)C)c(C(=O)OCC)c1C across the screens: 2%, -11%, 6%, -9%, 0%, 3%, 6%, -18%
O=C(c1ccc2c(c1)N(Cc1ccc(Cl)cc1)C(=O)c1ccccc1S2(=O)=O)N1CCCC1 across the screens: ?, /, -4%, /, -17%, /, 4%, -17%
Cc1c(NC(=O)C(C)OC(=O)CNC(=O)c2ccccc2)c(=O)n(-c2ccccc2)n1C (stereo unspecified) across the screens: -2%, -11%, -5%, 11%, -2%, /, 10%, -5%

The list continues.
cpd | Molecule | TexasRed fluor | RECQ1 inh | TRb SRC2 PPI | HTT cytoprotect
41 | CSc1nc(N)c(C#N)c(-c2ccc(Cl)cc2)c1C#N | -6% | i | 6% | 11%[0.074 µM]
42 | O=C(Nc1ccc(C(=O)OCc2cc(=O)n3nc(C4CC4)sc3n2)cc1)c1ccc(F)cc1 | 0% | / | 5% | /
43 | CCc1ccc(Nc2nn(-c3ccc(OC(F)(F)F)cc3)nc2C(C)=O)cc1 | -1% | / | -3% | /
44 | COCCNC(=O)C(c1ccccc1C)N(CCOC)C(=O)Cn1nnc2ccccc21 (stereo unspecified) | -2% | -2% | -1% | -3%[10 µM]
45 | COc1ccc2c(C(=O)CN3CCC(C)CC3)c[nH]c2c1 | 1% | -13% | 2% | 4%

cpd | Tau fluor cs | L3MBTL1 block | Tau fibril FP | Tau fibril ThT
41 | ? | 16% | ? | 23%
42 | 3% | / | 0% | 6%
43 | -2% | / | -4% | ?
44 | 3% | 2% | 0% | 2%
45 | -6% | / | 0% | -20%

Part of the list above in another layout.
entry | compound | TexasRed fluor | RECQ1 inh | TRb SRC2 PPI | HTT cytoprotect | Tau fluor cs | L3MBTL1 block | Tau fibril FP | Tau fibril ThT
41 | CSc1nc(N)c(C#N)c(-c2ccc(Cl)cc2)c1C#N | -6% | i | 6% | 11%[0.074 µM] | ? | 16% | ? | 23%
42 | O=C(Nc1ccc(C(=O)OCc2cc(=O)n3nc(C4CC4)sc3n2)cc1)c1ccc(F)cc1 | 0% | / | 5% | / | 3% | / | 0% | 6%
43 | CCc1ccc(Nc2nn(-c3ccc(OC(F)(F)F)cc3)nc2C(C)=O)cc1 | -1% | / | -3% | / | -2% | / | -4% | ?

Source: PubChem BioAssay

Not all compounds are listed; rates above refer to the full screens.
